# Source: PubChem (several laboratories)
# NCF1 inh – p47phox/p22phox peptide binding inhibitors, primary screen, biochemical, uHTS, NADPH oxidase regulatory subunit | fluorescence polarization, 2 h | hit rate 0.53% among 220,000 | Neutrophil cytosol factor 1 (Homo sapiens), P14598 | inhibition, % at 24.7 µM;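 active = inhibition above about 30%, limit read from the data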;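 also: 0% = p47phox with labelled peptide and 100% = labelled peptide alone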
# EBV gp42 inh – Epstein-Barr virus gp42 inhibitors, primary screen, biochemical, uHTS, fluorescence polarization | Glycoprotein 42 (Epstein-Barr virus (strain AG876)), Q1HVG2 | Fluorescence polarization binding assay, mP read-out | inhibition, % (tested at 21.74 µM) | hit rate 0.42% among 220,000 | AID 1085, 2008; in the data active = inhibition above about 50%
# Target sequence (Q1HVG2 whole entry, looked up): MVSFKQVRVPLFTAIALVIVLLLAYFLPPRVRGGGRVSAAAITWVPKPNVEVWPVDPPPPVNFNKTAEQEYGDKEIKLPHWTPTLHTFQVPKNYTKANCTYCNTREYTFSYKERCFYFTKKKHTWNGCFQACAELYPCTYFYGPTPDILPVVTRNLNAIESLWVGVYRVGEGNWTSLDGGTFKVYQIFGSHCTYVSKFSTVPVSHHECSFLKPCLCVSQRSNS
# Runt-SMMHC FRET – inhibitors of RUNX1 Runt–CBFb-SMMHC binding, primary screen, biochemical, FRET, Cerulean-Runt, Venus-CBFb-SMMHC, uHTS | Runt-related transcription factor 1 (Homo sapiens) + Core-binding factor subunit beta … | Cerulean-Runt/Venus-CBFb-SMMHC FRET ratio 530/480, 1 h | inhibition, % at 20 µM | hit rate 0.74% among 220,000 | AID 1434, 2008;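 active = mean inhibition across duplicate retests at 20 µM reaching about 50%, limit read from the data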;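 also: 0% = DMSO wells and 100% = wells with excess untagged CBFb-SMMHC; inhibitors lower the FRET ratio by blocking Runt binding to CBFb-SMMHC; some results filed as inactive read as strong as hits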
# PPC-1+TRAIL kill – compounds killing PPC-1 cancer cells with TRAIL present, primary screen, TRAIL potentiator project, ATPLite luminescence, uHTS; hit rate 0.41% among 220,000; PPC-1 cells + TRAIL, ATPLite viability luminescence; cell killing (% activity), % at 4 µM;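 active = cell killing above 50% in the first pass at 4 µM, then a duplicate retest at 5 µM averaging 50% or more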;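 also: plate controls were cells with TRAIL plus DMSO for no effect and medium-only wells lacking cells for full effect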
# TNF necrop inh – inhibitors of TNF-alpha triggered necroptosis, primary screen, cell-based, Jurkat FADD-/-, single concentration; Jurkat FADD-/- TNF necroptosis rescue, ATP luminescence, 24 h; 0 = TNF only, 100 = no-TNF cells; activation (protection from cell death), % at 10 µM; hit rate 0.068% among 220,000; AID 463075, 2010;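 active = activation, meaning protection from cell death, of at least 50% relative to plate controls; inactive = activation below 50%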;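 also: necroptosis triggered by 40 ng/mL TNF-alpha added together with compound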
# CHOP inhibitor – inhibitors of CHOP promoter induction, primary screen, cell-based, unfolded protein response, luciferase reporter. inhibition, % at 10 µM. CHO-K1 CHOP-promoter luciferase, tunicamycin-induced, 15-18 h. hit rate 3.8% among 220,000;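 active = compounds that reduced the stress-induced luciferase reporter signal by more than about 70% of percent inhibition, limit read from the data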;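 also: 0% = tunicamycin plus vehicle and 100% = wells without tunicamycin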
# TRPN1 ag – zebrafish TRPN1 channel agonists, primary screen, cell-based, HEK293, calcium fluorescence; transient receptor potential cation channel N1 (TRPN1/NompC), Danio rerio; HEK293 zebrafish TRPN1-YFP, Fluo-8 calcium fluorescence; 100% = response to 87 µM carbachol; activation, % at 3 µM; hit rate 0.18% among 220,000; AID 1424, 2008;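 active = activation above its plate's cutoff, the mean activation of test wells on that plate plus 3 SD, cut at about 19% in these data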;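 also: 0% = DMSO alone and 100% = 87 µM carbachol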
#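 Material – zebrafish TRPN1-YFP in HEK293 cells · Doses – 3 µM single point · Schedule – dye 1 h 37 °C plus 30 min RT · Signal – Fluo-8 calcium fluorescence, excitation 470-495 nm, emission 515-575 nm · Read-out – % activation versus carbachol response · Control set – carbachol high, DMSO low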
# TRPML3 ag – human TRPML3 channel agonists, primary screen, cell-based, HEK293 TRPML3-YFP, Fluo-8 calcium fluorescence, 3 µM. Mucolipin-3 (Homo sapiens), Q8TDD5. 100% = the carbachol control signal. activation, % at 3 µM. hit rate 0.29% among 220,000. AID 1448, 2008;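 active = activation above its plate's cutoff, the mean activation of the plate's test wells plus 3 SD, cut at about 12% in these data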;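 also: 0% = DMSO only wells and 100% = carbachol wells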
#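 Test system: HEK293 cells stably carrying human TRPML3-YFP; Doses: single dose, 3 µM final nominal compound, 0.3% DMSO final; Schedule: dye loading 1 h 37 °C then 30 min ambient, 125 s read; Technique: Fluo-8 calcium fluorescence; Benchmarks: high control carbachol 87 µM, low control DMSO.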
# MDM2 E3 inh – MDM2-luciferase reporter signal enhancers, primary screen, MDM2 E3 ligase inhibitor project, cell-based, luminescence, 1536-well | E3 ubiquitin-protein ligase Mdm2 (Homo sapiens), Q00987 | cell-based MDM2 ubiquitination luciferase reporter, 2 h; 0 = plate control, 100 = twice control, blank-subtracted | signal enhancement, % at 5 µM | hit rate 0.11% among 210,000;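 active = signal enhancement of 30% or more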;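 also: luminescence tracks abundance of the self-degrading MDM2-luciferase fusion protein; higher signal means inhibition of MDM2 E3 ligase activity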
# Target sequence (Q00987 whole entry, looked up, the tested form may be a part): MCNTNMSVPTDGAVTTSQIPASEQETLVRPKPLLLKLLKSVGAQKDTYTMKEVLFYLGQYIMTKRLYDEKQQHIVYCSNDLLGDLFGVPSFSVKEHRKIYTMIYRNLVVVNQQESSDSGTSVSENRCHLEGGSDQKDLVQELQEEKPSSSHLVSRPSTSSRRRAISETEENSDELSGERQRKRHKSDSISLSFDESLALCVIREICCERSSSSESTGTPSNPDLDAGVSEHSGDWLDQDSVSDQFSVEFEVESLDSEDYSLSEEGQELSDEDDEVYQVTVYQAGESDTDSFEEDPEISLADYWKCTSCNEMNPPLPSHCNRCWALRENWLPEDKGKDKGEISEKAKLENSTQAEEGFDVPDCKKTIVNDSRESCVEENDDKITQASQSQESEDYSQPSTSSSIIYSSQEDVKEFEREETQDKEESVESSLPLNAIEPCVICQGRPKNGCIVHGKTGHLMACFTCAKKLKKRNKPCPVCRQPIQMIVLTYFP
#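 Assay system: mammalian cells stably expressing self-ubiquitinating, self-degrading MDM2 E3–luciferase fusion. Quantity: 2000 cells in each well. Medium: DMEM culture medium. Compound dosing: single-point 5 µM. Timing: cell settling 4 h, compound treatment 2 h, both 37 °C. Technique: luciferase luminescence. Read-out basis: percent signal gain over controls, blank-subtracted. Benchmarks: plate controls and plate blanks.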
# * = called active by the depositor; · = not tested or not shown.
SMILES	NCF1 inh	EBV gp42 inh	Runt-SMMHC FRET	PPC-1+TRAIL kill	TNF necrop inh	CHOP inhibitor	TRPN1 ag	TRPML3 ag	MDM2 E3 inh
C=CCCc1ccc(C#N)c(SCc2c(C(=O)OCC)c3cc(OC(C)=O)c(Br)cc3n2C)n1	-72	-36	-8	19	0.2	72*	2.4	0.4	-10
O=c1c2ccccc2nc(SCc2cn3ccsc3n2)n1-c1ccccc1	-22	-23	-2	-7	-2.8	2	-1.3	-1.2	-18
CCN(CC)S(=O)(=O)c1ccc(Cl)c(C(=O)Nc2nnc(C)s2)c1	-8	-9	1	15	1.1	-17	0.7	1.0	-11
C=CCNC(=O)/C=C/c1ccc(C(C)C)cc1	2	-4	1	-2	1.5	-7	-1.0	0.3	-4
O=C1c2ccccc2C(=O)c2c(NCCCN(CCO)CCO)cccc21	37*	-2	-2	12	-9.5	-3	-1.7	-0.8	-13
CC(=O)N1CC2(C)CN(C(C)=O)CC(C)(C1)C2O (configuration not stated)	1	-15	2	13	-1.8	24	-0.1	0.0	-8
CC(C)(C)NS(=O)(=O)c1ccc(NS(=O)(=O)Cc2ccccc2)cc1	-21	-10	2	-5	1.3	10	4.2	0.6	-9
CCN(CC)c1c(-c2ccccc2)c2cc(C)ccc2[nH]c1=O	-10	-4	1	-12	1.1	95*	-0.6	0.2	-10
CC(C)n1c(/C=C/c2ccccc2)nc2ccccc21	-5	2	0	33	1.7	20	-0.2	-0.5	-6
Cc1cccc(OCC(=O)NCC(=O)N/N=C/c2cccs2)c1	-12	-9	1	15	1.0	13	2.1	0.1	5
COCCN(C(=O)CCc1nnc(CCc2c[nH]c3ccccc23)o1)C(C)C	-86	-11	0	13	-0.3	5	0.9	0.4	4
CCOc1cc(/C=C(\CC(=O)O)c2nc3ccccc3s2)ccc1OC	16	2	18	15	0.6	11	-1.0	0.0	-16
CCCn1c(SCC(=O)Nc2ccc(C)c(S(=O)(=O)N3CCOCC3)c2)n[nH]c1=O	-4	-4	2	12	-1.4	-1	3.0	1.8	-11
CCOC(=O)c1nn(-c2ccc(Cl)cc2)c2nc(-c3ccc(C)cc3)c(C#N)c(=O)n12	-14	3	0	10	-0.9	6	2.2	-0.2	-9
Nc1nc(C23CC4CCC(CC(C4)C2)C3)cs1	5	11	6	5	-1.4	42	0.9	2.8	-24
O=C(CNC(=O)c1cccs1)NCCN1CCC(Cc2ccccc2)CC1	-12	-18	2	8	5.0	19	0.7	1.1	-9
CC1(C)Cc2c(sc3nc(NCCN4CCOCC4)n4ncnc4c23)CO1	1	2	4	-2	-0.1	6	0.1	-0.6	-7
CC(=O)c1c(N2CCOCC2)nc(=S)n(-c2ccccc2)c1C	-9	-25	1	-6	-0.6	45	1.6	1.4	7
CC(Sc1nnc2ccccn12)C(=O)Nc1ncc(Cl)cc1Cl (configuration not stated)	-10	-10	-1	11	-1.0	-39	-0.2	0.4	-11
Cc1ccc(NC(=O)Cc2sc(C)nc2-c2ccc(C)cc2)cc1	-14	-16	0	-4	3.8	20	-0.6	-0.7	-13
O=C(Nc1ccc(Cc2ccncc2)cc1)c1ccc(N2CCOCC2)c([N+](=O)[O-])c1	0	-1	4	13	-0.4	-8	8.3	4.0	-1
CC(C)(C)NC(=O)C(c1ccncc1)N(CC1CCCO1)C(=O)Cn1nnc(-c2ccc(F)cc2)n1 (configuration not stated)	0	-13	-2	9	-0.1	2	-1.5	0.0	-9
COc1ccccc1S(=O)(=O)Cc1ccc(C(=O)N2CCN(c3cccc(Cl)c3)CC2)o1	-14	-3	-8	8	-14	·	4.8	0.5	-23
O=C(COC(=O)/C=C/c1cccc(Cl)c1)Nc1ccccc1-c1ccccc1	-8	-12	3	15	0.8	5	1.6	0.3	12
O=C(NCc1ccco1)c1ccc2c(=O)n(CC3CCCO3)c(=S)[nH]c2c1 (configuration not stated)	-14	-16	0	24	-1.1	-27	-0.1	1.0	3
c1ccc2c(Nc3ccc4c(c3)OCCO4)c3c(nc2c1)CCCC3	-15	-6	-7	13	1.5	-16	-2.2	-0.8	-20
CCS(=O)(=O)N1CCN(c2ccccn2)CC1	-17	-19	-1	1	0.2	-2	-0.5	0.6	-7
Cc1ccc(NC(=O)CSc2ncnc3ccccc23)cc1S(=O)(=O)N1CCCCCC1	-73	-34	-6	14	-11	70*	0.7	1.0	-33
COC(=O)CN(c1ccc2c(c1)OCCO2)S(=O)(=O)c1ccccc1	-17	-8	-3	-23	-2.1	4	0.5	-0.4	-1
O=C(Nc1nnc(C2CC2)s1)c1n[nH]c(=O)c2ccccc12	-9	-12	-5	-2	0.1	-9	-0.7	0.3	-11
CCOC(=O)c1cc(-c2ccccc2)nn1-c1ccccn1	-9	-13	-1	16	-1.0	19	-0.1	-0.1	-6
Cc1cccc(OCCNc2ccc([N+](=O)[O-])cn2)c1	1	-11	1	9	1.1	-8	-2.8	-0.7	-10

# One compound at a time, from the list above. Values in the order: NCF1 inh	EBV gp42 inh	Runt-SMMHC FRET	PPC-1+TRAIL kill	TNF necrop inh	CHOP inhibitor	TRPN1 ag	TRPML3 ag	MDM2 E3 inh
# `Cc1ccc(NC(=O)CSc2ncnc3ccccc23)cc1S(=O)(=O)N1CCCCCC1` is listed as -73	-34	-6	14	-11	70*	0.7	1.0	-33
# `CCS(=O)(=O)N1CCN(c2ccccn2)CC1` is listed as -17	-19	-1	1	0.2	-2	-0.5	0.6	-7

# Next records.
SMILES	NCF1 inh	EBV gp42 inh	Runt-SMMHC FRET	PPC-1+TRAIL kill	TNF necrop inh	CHOP inhibitor	TRPN1 ag	TRPML3 ag	MDM2 E3 inh
O=C(Nc1ccc(Oc2ccc3c(c2)C(=O)N(c2ccc(O)cc2)C3=O)cc1)c1cccs1	-37	12	-14	8	2.2	14	0.8	1.4	-11
Cc1cc(C(=O)Nc2nc3ccc(Cl)cc3s2)nn1C	-14	-13	0	11	3.4	-24	6.6	2.8	-16
C/C(=N\O)c1cccc(Br)c1	5	-3	-2	15	0.8	1	-1.7	-1.0	1
Cc1cc(C)nc(NC2=NCCN2C(=S)Nc2c(C)cccc2C)n1	-5	-6	-4	2	1.0	8	0.1	0.2	-19
Cc1ccc(C)c(NC(=O)CN(C)S(=O)(=O)c2ccccc2)c1	-6	-1	0	-14	-1.1	29	-0.8	-0.8	-8
Cc1ccc(C2C3C(=O)N(c4ccccc4)C(=O)C3N3CCCN23)cc1 (configuration not stated)	-11	-12	-6	11	3.2	10	-0.4	0.4	-12
CCc1cccc(NC(=O)CCS(=O)(=O)c2cccc3nonc23)c1	-7	-5	2	12	-0.2	83*	-0.8	0.0	-5
CC(=O)Nc1cccc(NC(=O)c2ccc(C(=O)Nc3cccc(NC(C)=O)c3)nc2)c1	-20	-1	-6	20	-0.9	0	1.2	-0.8	-21
CC1=CCC2C(=O)N(c3cccc(C(=O)N(C)C4CCCCC4)c3)C(=O)C2C1 (configuration not stated)	-8	-14	1	9	0.3	52	0.8	0.0	17
CCN(CC)c1ccc(/C=N/NC(=S)NCc2ccccc2)cc1	-4	-8	16	12	-5.1	38	0.2	0.3	-10
CN1C(=O)c2ccccc2N(C)C1c1cccs1 (configuration not stated)	7	-20	2	-6	-2.9	-34	1.0	0.3	-16
O=C(Nc1cccc(F)c1)c1c(O)c2cccc3c2n(c1=O)CCC3	1	-8	·	·	-1.4	10	1.7	0.4	-6
COc1cccc(C(=O)N/N=C/C(Br)=C/c2ccccc2)c1	-2	0	-3	23	-1.9	-26	0.3	-0.1	-10
Cn1c(SCC(=O)N2CCN(c3ccccc3)CC2)nnc1-c1cc2ccccc2o1	-8	2	3	12	0.3	27	3.2	0.3	3
FC(F)(F)c1nnc2ccc(N3CCCC3)nn12	-7	-14	0	5	-0.1	44	-0.4	0.7	1
CCOC(=O)COc1ccc(S(=O)(=O)N2CCN(c3ccc(OC)cc3)CC2)cc1	-3	5	2	9	2.2	-6	0.5	0.8	-14
CCOc1cccc(-c2nn3c(-c4cc(C)[nH]n4)nnc3s2)c1	-24	-4	0	2	-3.9	29	-2.0	-1.7	-9
CCCNC(=O)c1ccc(CN2CCc3ccccc3C2)cc1	-13	-10	-3	11	0.7	52	1.9	1.1	-1
COCCn1c(SCC(=O)Nc2ccccc2OC)nc2ccccc21	-3	4	1	6	1.3	23	0.1	-0.1	-1
C/C(=N\NC(=O)c1cccnc1)c1nnn(-c2nonc2N)c1C	-4	-4	2	27	0.6	1	-1.4	1.0	-10
O=C(NNc1c(Cl)cccc1Cl)c1c(F)cccc1Cl	2	2	2	16	1.5	3	-0.1	0.3	-3
COC(=O)c1ccc(-c2ccc(/C=N/NC(=O)CC3(C)OCCCO3)o2)cc1	-2	-15	·	·	0.3	-21	-0.7	-0.6	-11
CC(C)C(=O)Nc1ccc(NC(=S)NC(=O)c2ccc([N+](=O)[O-])cc2)cc1	-3	-2	-6	-2	-1.9	27	2.6	0.3	5
COC(=O)c1ccccc1NC(=O)Cn1nc2n(C)c3ccccc3n2c(=O)c1=O	0	-1	8	-3	1.3	31	1.3	0.3	1
COCCn1nnnc1C(c1ccccn1)N1CCN(c2cc(Cl)ccc2C)CC1 (configuration not stated)	-5	-21	4	0	-0.5	-10	-2.5	0.6	-6

# 3 compounds from above, ordered by the number in TRPML3 ag, descending:
Compound,TRPML3 ag
COCCn1nnnc1C(c1ccccn1)N1CCN(c2cc(Cl)ccc2C)CC1 (configuration not stated),0.6
CC(C)C(=O)Nc1ccc(NC(=S)NC(=O)c2ccc([N+](=O)[O-])cc2)cc1,0.3
CCOc1cccc(-c2nn3c(-c4cc(C)[nH]n4)nnc3s2)c1,-1.7
